GLP1R inv ag: qHTS of GLP-1 Receptor Inverse Agonists (Inhibition Mode); Potency, µM (top dose mostly 38.3 µM), without a hit: top-dose activity change, negative = inhibition, hits mostly inhibitors; Glucagon-like peptide 1 receptor (Homo sapiens), P43220; HEK293 GLP-1R CRE-luciferase, luminescence, 24 h; GLP-1R form is constitutively active; 410,000 tested, 1.6% active; AID 624417, 2012; note: potency is the fitted concentration of half-maximal effect; % is set by controls: 0 for no effect and ±100 for the full control effect; nearly all actives have a fitted effect of over 55% in size
Target sequence (P43220 whole entry, looked up): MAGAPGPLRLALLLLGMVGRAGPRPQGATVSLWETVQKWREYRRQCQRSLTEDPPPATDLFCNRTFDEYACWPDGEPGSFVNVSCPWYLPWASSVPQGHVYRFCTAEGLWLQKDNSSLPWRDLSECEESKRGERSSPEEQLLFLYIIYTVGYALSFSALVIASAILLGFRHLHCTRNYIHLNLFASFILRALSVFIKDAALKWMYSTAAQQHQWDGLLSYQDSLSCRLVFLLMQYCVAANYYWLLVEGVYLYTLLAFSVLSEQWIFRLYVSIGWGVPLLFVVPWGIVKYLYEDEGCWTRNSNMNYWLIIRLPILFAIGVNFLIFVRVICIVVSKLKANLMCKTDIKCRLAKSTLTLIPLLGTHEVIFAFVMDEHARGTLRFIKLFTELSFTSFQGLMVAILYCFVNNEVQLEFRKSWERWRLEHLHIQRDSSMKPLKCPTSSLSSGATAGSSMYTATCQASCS
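qHTS in 1536-well format: reporter HEK293 cells expressing constitutive GLP-1R activity in DMEM + 10% Nu serum, 24 hr with compounds at 37 deg C, luminescence read after 12 min with detection reagent.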
DRD3 agonist: qHTS of D3 Dopamine Receptor Agonist: qHTS; D(3) dopamine receptor (Homo sapiens), P35462; AID 652048, 2013; 410,000 tested, 0.58% active; D3R DiscoveRx beta-arrestin cells, luminescence, 90 min; max activation, %; in the data active = max activation above about 30%; note: 0% is about no effect; mostly tested at two doses, the higher about 12 µM
Target sequence (P35462 whole entry, looked up): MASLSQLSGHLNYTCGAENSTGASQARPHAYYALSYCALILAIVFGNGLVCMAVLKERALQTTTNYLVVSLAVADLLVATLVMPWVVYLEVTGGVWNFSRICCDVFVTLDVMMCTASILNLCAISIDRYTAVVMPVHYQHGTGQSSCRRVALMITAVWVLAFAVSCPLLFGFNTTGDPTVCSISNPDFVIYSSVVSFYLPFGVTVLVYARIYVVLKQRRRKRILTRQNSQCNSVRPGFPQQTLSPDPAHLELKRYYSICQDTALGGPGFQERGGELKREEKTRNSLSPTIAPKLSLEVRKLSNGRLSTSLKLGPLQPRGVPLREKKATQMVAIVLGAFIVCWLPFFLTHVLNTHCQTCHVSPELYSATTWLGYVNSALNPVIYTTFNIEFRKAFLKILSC
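Agonist-mode cell screen: cells plated at 1500/well and incubated overnight at 37 °C, then exposed to library compounds for 90 min at 37 °C. Detection reagent was added for 30–60 min at room temperature, and luminescence was read.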
HEK293 tox: qHTS of GLP-1 Receptor Inverse Agonists: Cytotox Screen | HEK293 cAMP-luciferase reporter cells, luminescence, 24 h | 410,000 tested, 0.13% active | Potency, µM (highest dose often 38.3 µM), for inactives: at the top dose activity change, negative = inhibition, most hits filed as inhibitors | AID 624418, 2012;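 note: loss of luciferase light is scored as toxicity; potency is the fitted concentration of half-maximal effect; % is set by controls: 0 for no effect and ±100 for the full control effect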
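Luminescence readout: signal drop marks cytotoxicity. Plated cells grew 12 h at 37 °C, 5% CO2, received 23 nL compound for 24 h, then got luciferase reagent, read after 12 min at RT.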
An asterisk follows results filed as active; ? = inconclusive. Unless noted, calls come from the whole dose curve; as a rule, active = well fitted curve in the direction sought with a large enough effect; inconclusive = small, poorly fitted or top-dose-only effect, or another doubt; inactive = no such curve, though single readings can be large; an effect the other way counts as inactive or inconclusive. Not all compounds are listed; rates above refer to the full screens.

A first look:
| Structure | GLP1R inv ag | DRD3 agonist | HEK293 tox |
| --- | --- | --- | --- |
| CC(NC(=O)CN1C(=O)COc2ccc(Cl)cc21)c1ccccc1 (configuration not stated) | 6% | 7 | 1% |
| COC(=O)c1cc(OC)c(OC)cc1NC(=O)c1ccc2c(c1)CCN2S(C)(=O)=O | 5% | 7 | 9% |
| COc1cccc(CNC(=O)CCCN2C(=O)CSc3c2c(C)nn3-c2ccccc2)c1OC | -1% | -1 | 2% |
| Cc1cc(C)c(NC(=O)Cn2c(=O)n(-c3ccc(F)cc3)c(=O)c3c(C)c(C(=O)N(C)C)sc32)c(C)c1 | 16% | 3 | 26% |
| O=C(NCC(c1cccnc1)N1CCc2ccccc2C1)C(=O)Nc1ccc(Cl)cc1 (configuration not stated) | ? | 2 | -3% |
| CCCC(O)c1nc2ccccc2n1CCCOc1ccc(Cl)cc1 (configuration not stated) | -39% | -1 | -2% |

Results, from the start:
| Structure | GLP1R inv ag | DRD3 agonist | HEK293 tox |
| --- | --- | --- | --- |
| CC(NC(=O)CN1C(=O)COc2ccc(Cl)cc21)c1ccccc1 (configuration not stated) | 6% | 7 | 1% |
| COC(=O)c1cc(OC)c(OC)cc1NC(=O)c1ccc2c(c1)CCN2S(C)(=O)=O | 5% | 7 | 9% |
| COc1cccc(CNC(=O)CCCN2C(=O)CSc3c2c(C)nn3-c2ccccc2)c1OC | -1% | -1 | 2% |
| Cc1cc(C)c(NC(=O)Cn2c(=O)n(-c3ccc(F)cc3)c(=O)c3c(C)c(C(=O)N(C)C)sc32)c(C)c1 | 16% | 3 | 26% |
| O=C(NCC(c1cccnc1)N1CCc2ccccc2C1)C(=O)Nc1ccc(Cl)cc1 (configuration not stated) | ? | 2 | -3% |
| CCCC(O)c1nc2ccccc2n1CCCOc1ccc(Cl)cc1 (configuration not stated) | -39% | -1 | -2% |
| Cc1ccc(NC(=O)Cn2nc(-c3ccccc3)nc(Cc3ccccc3)c2=O)cc1 | 3% | 6 | -9% |
| COC(=O)c1c(-c2cccs2)csc1NC(=O)COc1ccc(C)cc1 | 17% | 1 | 23% |
| CCOc1ccc(NC(=O)Cn2cnc3sc(C)c(S(=O)(=O)N4CCN(c5ccccc5OC)CC4)c3c2=O)cc1 | ? | 8 | -5% |
| CCc1ccc(NC(=O)CSc2cn(CC(=O)N3CCCC3)c3ccccc23)cc1 | 3% | -16 | -4% |
| Cc1ccc(N2C(=O)N(Cc3cc(=O)n4ccccc4n3)c3ccccc3S2(=O)=O)cc1Cl | ? | -8 | -21% |
| CN(Cc1ccccc1)C(=O)CSc1nnc(-c2cccc(Cl)c2)o1 | 10µM* | -12 | 5% |
| O=C(Nc1cc(F)ccc1F)c1ccc2c(c1)nnn2C1CCCC1 | 0% | -3 | -17% |
| Cc1ccc(Cn2c(C)c(CNC3CCCCC3)c(C(=O)O)c2C)cc1 | -13% | 0 | -2% |
| COc1ccc(C)cc1Nc1nc2cc(Cl)c(Cl)cc2nc1-n1nc(C)cc1C | 5% | 5 | 2% |
| Cc1ccc(NC(=O)CCn2cccn2)cc1Cl | 4% | 0 | -2% |
| O=C(Nc1ccc2oc(-c3cccnc3)nc2c1)c1ccc(-c2cccc(OC(F)(F)F)c2)o1 | 4% | 10 | 5% |
| Cc1cccc(NC(=O)c2oc3ccc(S(=O)(=O)N4CCCCC4)cc3c2C)c1C | -3% | -6 | 8% |
| CCOC(=O)c1cnc(NCc2ccc(OC)cc2OC)c2ccccc12 | ? | 10 | -19% |
| COc1ccc(CNC(=O)c2cc3c(=O)n(Cc4cccs4)ccc3nc2C)cc1 | ? | -10 | -14% |
| CCCCN1C(C(=O)c2ccccc2)=C(OC(=O)CC)c2ccccc2S1(=O)=O | ? | -21 | -30% |
| Cc1cc2oc(=O)cc(C)c2c2occ(-c3ccc(Cl)cc3)c12 | 2% | -6 | 12% |
| Cc1ccc(C)c(CSc2nnc3[nH]c(=O)cc(-c4ccccc4)n23)c1 | 9% | 20 | -3% |
| CC(=O)c1ccc(NC(=O)CSc2nc(-c3ccc(C)cc3)nc3c2c(=O)n(C)c(=O)n3C)cc1 | 6% | -16 | -1% |
| Cc1ccc(CN(C(=O)COc2ccccc2[N+](=O)[O-])c2ccccn2)o1 | -14% | 38* | 1% |
| Cc1ccc(Cn2c(CN3CCC(C(=O)NCc4ccccc4C)CC3)cc3ccccc32)cc1 | ? | -16 | -1% |
| CCC(C)OC(=O)/C(C#N)=C\c1ccc(-c2cccc(C(F)(F)F)c2)o1 (configuration not stated) | 5% | -16 | -2% |
| COc1ccccc1C(=O)Nc1cccc(OCc2cc(=O)n3ccccc3n2)c1 | 3% | -19 | -1% |
| COc1ccc(NC(=O)CCc2nnc3n(Cc4ccc(C)cc4)c(=O)c4ccccc4n23)cc1 | 6% | 14 | 24% |
| COc1ccc(NC(=O)CC2C(=O)N(c3ccc(F)cc3)C(=O)N2CCc2sccc2C)cc1 (configuration not stated) | ? | 6 | -12% |
| CC1CCCN(c2ncnc3c2nnn3C)C1 (configuration not stated) | 2% | -5 | -3% |
| Cc1ccc(CSC2=Nc3ccccc3C3=NC(CC(=O)NC4CCCCC4)C(=O)N23)cc1 (configuration not stated) | 5% | -7 | -1% |
| O=C(Nc1ccc2oc(-c3ccc4ccccc4c3)nc2c1)c1cccc(Cl)c1Cl | -1% | -9 | -8% |
| Fc1ccc(C2=CC(c3ccc(F)cc3)n3c(nc4ccccc43)N2)cc1 (configuration not stated) | ? | -12 | -4% |
| Cc1cccc(NS(=O)(=O)c2ccc(Cl)c(C(=O)Nc3ccccc3C)c2)c1 | ? | 6 | -5% |
| COc1ccc(-n2cc(C(=O)OCc3ccc(Cl)cc3)c3ccccc3c2=O)cc1 | -1% | -16 | 5% |
| Cc1ccc(C(C)C)c(OCC(=O)Nc2cccc(NC(=O)c3ccco3)c2)c1 | ? | 4 | -29% |
| COc1ccc(N2CCN(C(c3ccccc3)c3nnc(-c4ccccc4Cl)o3)CC2)cc1 (configuration not stated) | ? | -15 | 0% |
| O=c1cc(-c2ccccc2)n2c(SCc3ccc(Cl)cc3)nnc2[nH]1 | 3% | 3 | -2% |
| CCOc1ccc(CN(C(=O)c2cc(=O)c3cc(Cl)ccc3o2)C2CCS(=O)(=O)C2)cc1 (configuration not stated) | 16% | -4 | -11% |
| NS(=O)(=O)c1ccc(NC(=O)C2Cc3ccccc3N2C(=O)c2ccccc2)cc1 (configuration not stated) | -3% | -6 | 1% |
| CCOc1ccc(CNC(=O)c2ccc(-c3nc(CSc4ccc(C)cc4)c(C)o3)cc2)cc1 | 17% | 6 | 6% |
| CCOC(=O)c1cnc2c(C)cc(C)cc2c1Nc1ccccc1OCC | 0% | -5 | 1% |
| COC(=O)c1c(-c2cccs2)csc1NC(=O)c1ccc(C(C)C)cc1 | 9% | 9 | 4% |
| CCOc1ccc(-c2cccc(NS(=O)(=O)c3ccccc3C(F)(F)F)c2)nn1 | 19% | 0 | -12% |
| COC(=O)c1cc2sc(C)cc2n1CC(=O)Nc1ccc(C)c(C)c1 | -12% | -13 | -4% |
| Cc1ccc(C)c(C(=O)CSc2nc3cc(C(=O)NC4CCCC4)ccc3c(=O)n2CC2CCCO2)c1 (configuration not stated) | 4% | 24 | 3% |
| Cc1ccc(NC(=O)c2ccc3[nH]c(C)cc(=O)c3c2)c(C)c1 | -19% | 5 | -3% |
| COc1ccc(NC(=O)CC2C(=O)N(c3cccc(OC)c3)C(=O)N2CCC2=CCCCC2)cc1 (configuration not stated) | ? | -5 | -12% |
| O=C(NCc1ccco1)c1ccc2c(c1)N(Cc1ccccc1)C(=O)c1ccccc1S2(=O)=O | -19% | 0 | -2% |
| O=C(CSc1nc(-c2cccs2)nc2cc(=O)[nH]n12)Nc1ccccc1 | -2% | 5 | 12% |
| CCOc1ccc(C(=O)Nc2ccc3oc(-c4ccc5ccccc5c4)nc3c2)cc1 | 12% | 6 | -6% |
| COc1cc(NC(=O)CSc2nc(-c3ccco3)cc(C(F)(F)F)n2)cc(OC)c1OC | 4% | -3 | 2% |
| CCc1ccc(NC(=O)c2cnn(-c3c(C)cccc3C)c2C2CCN(C(=O)OC(C)(C)C)CC2)cc1 | 16% | 9 | 5% |
| O=C(Cn1c(=O)n(Cc2nc(-c3ccccc3)no2)c(=O)c2cc3c(cc21)OCO3)Nc1cccc(C(F)(F)F)c1 | 10% | 7 | 3% |
| CCc1ccc(NC(=O)Cn2c(=O)oc3cc(S(=O)(=O)N4CCCCCC4)ccc32)cc1 | ? | -2 | -8% |

Next section.
| Structure | GLP1R inv ag | DRD3 agonist | HEK293 tox |
| --- | --- | --- | --- |
| Cc1ccc(CCNC(=O)CSCc2nc(-c3ccc(C)cc3)oc2C)cc1 | 10% | 6 | 2% |
| CC1Cc2cc(S(=O)(=O)CCC(=O)Nc3ccc(OC(F)(F)F)cc3)ccc2N1C(=O)C1CC1 (configuration not stated) | ? | 9 | -5% |
| O=C(Nc1ccc(S(=O)(=O)N(Cc2ccccc2)c2ccccc2)cc1)c1ccccc1F | 3% | -15 | 23% |
| Cc1c(CNCCCc2ccccc2)c(C(=O)O)c(C)n1Cc1ccc(Cl)cc1 | -15% | 1 | -15% |
| COc1cccc(NC(=O)Cn2c(-c3nonc3N)nc3ccccc32)c1 | 11% | -2 | 11% |
| Cc1cccn2c(=O)c(/C=C(\C#N)c3nc4ccccc4s3)c(Oc3ccc(F)cc3)nc12 | 7% | 6 | 8% |
| COc1cc(Br)ccc1C1C(C(=O)Nc2ccc(C)cc2C)=C(C)Nc2nnnn21 (configuration not stated) | ? | -7 | -5% |
| O=C(CSc1nc2c(oc3ccccc32)c(=O)[nH]1)Nc1cccc(Cl)c1 | ? | 3 | ? |
| CCOc1ccc2nc(Cl)c(C3CC(c4ccc(C)cc4)=NN3C(=O)CCC(=O)O)cc2c1 (configuration not stated) | 4% | 3 | -13% |
| CC(C)CC(=O)Nc1nc2c(s1)CC(C(C)(C)C)CC2 (configuration not stated) | ? | -24 | -9% |
| CCn1c(=O)c(=O)n(CC)c2cc(N3CCCCC3)c(NC(=O)c3ccc(Cl)cc3)cc21 | 7% | -12 | -3% |
| COc1ccc(CNC(=O)c2sc3nc4n(c(=O)c3c2C)CCCCC4)cc1 | -29% | 2 | 1% |
| Cc1cccc(NC(=O)CSc2cn(CC(=O)N3CCOCC3)c3ccccc23)c1 | -8% | 10 | 6% |
| CCOC(=O)c1sc2ccccc2c1S(=O)(=O)Nc1ccc(CC)cc1 | ? | -15 | -10% |
| COc1ccc(OC)c(NC(=O)C(C)n2c(=O)cc(C)c3c(C)nn(-c4ccccc4)c32)c1 (configuration not stated) | 10% | 3 | -4% |
| COc1ccc(CCNC(=O)CSc2nc3ccccc3nc2Cc2ccc(C)cc2)cc1OC | -78% | 2 | -25% |
| Cc1ccc(Cl)cc1NC(=O)CN1C(=O)CCc2ccccc21 | 4% | -15 | -1% |
| Cc1ccc2c(CC(=O)Nc3ccc(S(=O)(=O)N4CCCCC4C)cc3)coc2c1C (configuration not stated) | ? | 1 | 3% |
| CCn1cc2nc(SCc3cc(C)ccc3C)n(Cc3ccc(Cl)cc3)c(=O)c2n1 | 15% | 0 | -5% |
| Cc1ccc(Cl)cc1-n1c(SCC(=O)NCc2ccccc2)nc2n[nH]c(C)c2c1=N | 12% | -8 | 0% |
| CC(=O)c1ccc(N2CCN(C(=O)c3cn(C)c(=O)c4c3c3ccccc3n4C)CC2)cc1 | -1% | 3 | -8% |
| O=C(NCc1ccccc1F)c1cccc(NC(=O)N2CCSc3ncccc32)c1 | 6% | 0 | -12% |
| Cc1ccc(C)c(N2CCN(c3nc4ccccc4c4nc(-c5cccnc5)nn34)CC2)c1 | -3% | -5 | 5% |
| COc1ccc(Cc2nc3ccc(C(=O)NCCc4ccc(OC)c(OC)c4)cc3o2)cc1 | ? | -17 | -11% |
| Cc1ccc(-n2c3c(cc(-c4nc(-c5ccc(Cl)cc5)cs4)c2=O)C(=O)CC(C)(C)C3)cc1C | 3% | -8 | 14% |
| COc1ccc(-c2nc3c4cnn(-c5ccccc5F)c4ncn3n2)cc1 | 4% | 1 | 1% |
| COc1ccccc1CNC(=O)Cn1ncc2c(C)n(Cc3ccccc3Cl)c(C)c2c1=O | ? | -8 | -5% |
| Cc1ccc2[nH]c(CSc3nnc(NC(=O)c4ccccc4C)s3)cc(=O)c2c1 | 1% | 4 | 2% |
| Cc1ccc(C)c(S(=O)(=O)c2nnn3c2nc(N2CCOCC2)c2sccc23)c1 | 22% | 6 | -4% |

One compound at a time (already shown). Order of screens: GLP1R inv ag | DRD3 agonist | HEK293 tox
CC(=O)c1ccc(NC(=O)CSc2nc(-c3ccc(C)cc3)nc3c2c(=O)n(C)c(=O)n3C)cc1 is entered as 6% | -16 | -1%
CC1CCCN(c2ncnc3c2nnn3C)C1 (configuration not stated) is entered as 2% | -5 | -3%

Screens: PubChem, National Center for Advancing Translational Sciences (NCATS)
